KAT2A inh = blocks human GCN5L2 histone acetyltransferase; Q92830; GCN5L2 HAT assay, ThioGlo1 CoA-SH fluorescence; Potency, µM (doses to about 58.9 µM), inactives show at the top dose activity change, negative = inhibition, hits mostly inhibitors; 0.21% of 390,000 active
Target sequence (Q92830 whole entry, looked up): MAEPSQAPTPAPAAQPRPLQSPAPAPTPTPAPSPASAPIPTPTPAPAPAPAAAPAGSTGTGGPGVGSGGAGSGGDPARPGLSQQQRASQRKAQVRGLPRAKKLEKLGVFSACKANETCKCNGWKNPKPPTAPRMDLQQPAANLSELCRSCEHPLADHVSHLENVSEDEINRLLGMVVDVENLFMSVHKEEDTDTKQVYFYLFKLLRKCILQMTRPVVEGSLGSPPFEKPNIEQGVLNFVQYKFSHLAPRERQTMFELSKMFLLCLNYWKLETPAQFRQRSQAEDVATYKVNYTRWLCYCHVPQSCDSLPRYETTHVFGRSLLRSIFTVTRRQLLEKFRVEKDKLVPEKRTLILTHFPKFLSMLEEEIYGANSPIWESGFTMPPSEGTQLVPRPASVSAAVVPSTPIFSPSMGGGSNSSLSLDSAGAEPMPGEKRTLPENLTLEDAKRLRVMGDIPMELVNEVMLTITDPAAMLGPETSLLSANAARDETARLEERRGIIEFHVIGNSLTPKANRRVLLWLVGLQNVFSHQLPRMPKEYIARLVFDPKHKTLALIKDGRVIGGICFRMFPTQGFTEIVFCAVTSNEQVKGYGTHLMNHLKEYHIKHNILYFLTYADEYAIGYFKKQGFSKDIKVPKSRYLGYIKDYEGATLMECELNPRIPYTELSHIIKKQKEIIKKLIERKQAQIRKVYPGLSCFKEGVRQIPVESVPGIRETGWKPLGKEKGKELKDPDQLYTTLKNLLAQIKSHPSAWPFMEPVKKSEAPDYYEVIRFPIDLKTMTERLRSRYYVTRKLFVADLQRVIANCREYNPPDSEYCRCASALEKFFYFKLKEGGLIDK
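ThioGlo1-coupled HAT assay: 20nM GCN5L2, 70uM acetyl-CoA, 75uM H3(1-25) peptide, pH 7.5. Fluorescence read at 340/540nm at start and after 20 min at room temperature.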
TDP1 cell noCPT = qHTS for Inhibitors of human tyrosyl-DNA phosphodiesterase 1 (TDP1): qHTS in cells in absence of CPT; DT40 Tdp1-/- hTDP1 cells, no CPT, ATP luminescence, 48 h; Potency, µM (highest dose often 46.2 µM), for the others: top-dose activity change, negative = growth inhibition, hits mostly inhibitors; 15% of 420,000 active; note: nearly all actives have a fitted effect of over 55% in size
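Chicken DT40 Tdp1-/- cells stably complemented with human TDP1 were seeded at 400 cells/well with DMSO in place of 20 nM camptothecin. After compound pinning, cells grew at least 48 hr at 37 °C; viability read by CellTiter-Glo luminescence.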
DT40 TDP1 CPT = growth inhibition of DT40 Tdp1-/-;hTDP1 cells with camptothecin (screen for TDP1 inhibitors); chicken DT40 Tdp1-/-;hTDP1 cells + 20 nM CPT, ATP luminescence, 48 h; Potency, µM (series often up to 46.2 µM), for the others: top-dose activity change, negative = growth inhibition, hits mostly inhibitors; 12% of 420,000 active; note: nearly all actives have a fitted effect of over 55% in size
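Chicken DT40 Tdp1-/- cells complemented with human TDP1, 400 cells/well, exposed to compounds plus 20 nM camptothecin for at least 48 h at 37 C; viability read as ATP content by CellTiter-Glo luminescence.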
* = called active by the depositor; ? = inconclusive; · = no result given; & = joins results of further samples. Calls come from the whole dose curve; as a rule, active = well fitted curve in the direction sought with a large enough effect; inconclusive = small, poorly fitted or top-dose-only effect, or another doubt; inactive = no such curve, though single readings can be large; an effect the other way counts as inactive or inconclusive. % is set by controls: 0 for no effect and ±100 for the full control effect; potency is the fitted concentration of half-maximal effect.

SMILES	KAT2A inh	TDP1 cell noCPT	DT40 TDP1 CPT
COc1c(OC(C)=O)ccc(/C=C/c2ccc3cccc(OCc4ccccc4)c3n2)c1[N+](=O)[O-]	-6%	15µM*	15µM*
COC(=O)/C=C1/SC(=Nc2ccc(Cl)c(Cl)c2)NC1=O	-8%	-29%	2%
O=C(C[n+]1cc(-c2ccc(Cl)c(Cl)c2)n2c1CCC2)c1cccs1	-2%	18µM*	10µM*
O=C(CSc1nnc(-c2csc3c2CCCC3)o1)Nc1ccccc1	-4%	?	?
CC1CCCCC1NC(=O)c1nnc(Cc2ccc(Cl)cc2)o1 (configuration not stated)	1%	-15%	?
CCn1c2ccccc2c2cc(NC(=O)Cc3ccc(S(=O)(=O)N4CCOCC4)s3)ccc21	-5%	?	?
Cc1ccccc1OCC(O)CN1C(=O)c2ccccc2C1=O (configuration not stated)	-2%	-2%	1%
CN1CCN(C(=O)c2ccc(CS(=O)Cc3ccc(Cl)cc3)o2)CC1 (configuration not stated)	1%	7%	-3%
CCOC(=O)CSc1ccc(S(=O)(=O)N2CCC(C)CC2)cc1[N+](=O)[O-]	-2%	0%	-15%
CCCSCCCNC(=O)c1sc2nc(C)cc(C)c2c1-n1cccc1	-14%	?	?
O=C(NN1CCOCC1)c1ccc([N+](=O)[O-])cc1	-7%	-2%	-4%
Cc1ccccc1-n1c(SCC(=O)c2c(N)n(C)c(=O)n(C)c2=O)nnc1-c1cccnc1	-1%	-21%	-13%
CC1CCN(Cc2c(O)ccc3c(=O)c(-c4ccc(Cl)cc4)c(C(F)(F)F)oc23)CC1	-1%	2%	-3%
CCOc1ccc(CN(CCc2ccc3c(c2)OCO3)Cc2cc(OC)cc(OC)c2)cc1	-2%	?	?
Cc1cc(C)c(C(=O)COC(=O)c2ccc(NC(=O)CC#N)cc2)cc1C	-15%	?	?
O=[N+]([O-])c1ccc(-c2nnc(-c3ccccc3)c(N3CCOCC3)n2)cc1	-2%	?	-20%
CN(C)CCN1CCN(C2CN(Cc3cn(Cc4ccc(C(F)(F)F)cc4)nn3)S(=O)(=O)C2)CC1 (configuration not stated)	·	-17%	-22%
C=C1CN(CC(=O)OC)S(=O)(=O)c2ccccc21	-15%	7%	3%
CCOC(=O)c1nc2sc3c(c2c(=O)[nH]1)CCC(C)C3 (configuration not stated)	?	29%	-11%
COc1cc(/C=N/N=C/c2c[nH]c(=O)c(C#N)c2Nc2ccccc2)ccc1O	-3%	1%	-10%
O=C(O)c1cc2n(n1)C(C(F)(F)F)CC(c1ccccc1)N2 (configuration not stated)	-3%	-1%	0%
CCOC(=O)[C@@H]1[C@H]2COc3ccc(Br)cc3[C@@H]2N2C(=O)N(c3ccc(C(F)(F)F)cc3)C(=O)[C@@]12C	?	23µM*	21µM*
CCCOc1ccc(F)cc1-c1cc(C(=O)NCc2ccccc2OC)[nH]n1	·	?	?
Cc1[nH][nH]c(=O)c1C(c1ccc(-c2ccc(Cl)c(Cl)c2)o1)c1c(C)[nH][nH]c1=O	-17%	2.6µM*	3.3µM*
O=C(NNC(=O)c1ccccc1F)c1ccc(S(=O)(=O)N2CCCCC2)cc1	-6%	-13%	-19%

The list continues:
SMILES	KAT2A inh	TDP1 cell noCPT	DT40 TDP1 CPT
Cc1nn(-c2ccccc2)nc1C(=O)c1c(C)[nH]n(-c2ccccc2)c1=O	1%	3.7µM*	5.2µM*
CC(=O)Oc1ccccc1C(=O)Nc1ccccc1C(=O)N1CCCCC1	1%	-8%	-9%
CC1CCCC(C)N1C(=O)CSc1nnc(NC(=O)Cc2cccs2)s1 (configuration not stated)	-1%	-1%	-14%
CCc1ccc(NC(=O)CSc2nc(C)cs2)cc1	·	?	-23%
CSc1cc(-c2ccccc2)n(Cc2ccc(Cl)cc2Cl)c(=O)c1C#N	-2%	23µM*	18µM*
CN(C)S(=O)(=O)c1ccc(Cl)c(NC(=O)CSc2nnnn2-c2ccc(O)cc2)c1	-15%	-5%	8%
O=C(CCN1C(=O)c2ccccc2C1=O)Nn1cnnc1	3%	-15%	-1%
CCCNS(=O)(=O)c1ccc(CCC(=O)Nc2ccc3c(c2)OCCO3)cc1	-1%	-2%	-7%
O=C(NCCc1ccc(Cl)cc1)C1CCN(S(=O)(=O)c2ccc3[nH]ccc3c2)CC1	-4%	?	?
COc1cc(OC)c(C(=O)NC2CC(C)(C)NC(C)(C)C2)cc1OC	-15%	-11%	0%
CCc1ccc(Cn2nnc3c(=O)[nH]c(C4CCCN(C(=O)c5cccc(Cl)c5)C4)nc32)cc1 (configuration not stated)	-9%	?	?
O=C(Cn1c(=O)cnc2ccccc21)N1CCN(S(=O)(=O)c2cccc([N+](=O)[O-])c2)CC1	-10%	3%	-17%
Cc1ccccc1OC(=O)c1cc(-c2ccc3c(c2)OCCO3)on1	-11%	-5%	-4%
COc1cccc(COC(=O)c2ccc(S(=O)(=O)N3CCC(C)CC3)cc2)c1OC	-6%	10%	27%
Cc1ccc(-n2c(=S)sc3c(=O)n(-c4ccc(F)cc4)c(SCC(=O)O)nc32)cc1C	-3%	12%	8%
Cn1c(CO)cnc1SCC(=O)c1ccc(Br)cc1	-1%	-10%	-3%
Cc1oc2c(CN3CCCC3)c(O)ccc2c(=O)c1-c1ccc(Br)cc1	-5%	-6%	-10%
CN(Cc1nc(Cc2cccc(F)c2)no1)CC1CCOCC1	-4%	-17%	-1%
CCNC(=O)C1(C)CCCN(CCOc2ccc(Cl)cc2)C1 (configuration not stated)	·	?	?
CCOC(=O)/C(C#N)=C/c1ccc(-c2ccsc2C(=O)OC)o1	-8%	-12%	-24%
CCC1CCCCN1CCCNC(=O)c1c(O)nc2c(C)cccn2c1=O (configuration not stated)	-6%&-12%	7%&-17%	13%&3%
CCOC(=O)c1cc2c(=O)n3ccccc3nc2n(Cc2ccccc2)c1=N	2%	?	?
CN(Cc1ccon1)Cc1cn[nH]c1-c1ccc(-c2ccccc2)cc1	15%	?	-15%
CCOC(=O)C1CCN(c2c(NCCC(C)C)c(=O)c2=O)CC1	2%	5%	-8%
Cc1csc2ncc(C(=O)N3CCc4ccccc43)c(=O)n12	·	?	-4%

The results go on:
SMILES	KAT2A inh	TDP1 cell noCPT	DT40 TDP1 CPT
Cn1c(=O)cc(SCC(=O)NCC2CCCO2)c2ccccc21 (configuration not stated)	-1%	-5%	3%
CCCC(=O)OCC(=O)Nc1ccc(N=Nc2ccccc2)cc1	-12%	?	-28%
COc1ccc(CC(=O)NCC2CCCN(Cc3ccccc3Cl)C2)cc1 (configuration not stated)	-6%	-26%	-28%
O=C(NCc1cccnc1)Nc1cccc([N+](=O)[O-])c1	-2%	13%	-6%
O=C(COC(=O)Cc1ccc(F)cc1)Nc1ccc(Cl)cn1	-5%	2%	-1%
O=C(N/N=C/c1ccccc1F)c1cc2c(ccc3ccccc32)o1	-10%	-12%	?
CC(=O)c1c(C)[nH]c(C(=O)Nc2ccc(Cl)c(S(=O)(=O)N3CCOCC3)c2)c1C	-10%	?	?
O=S(=O)(c1ccccc1)N1CCCCC1CCc1ccccc1 (configuration not stated)	·	13µM*	?
O=C(N[C@@H](Cc1ccccc1)C(=O)N[C@@H](Cc1ccccc1)C(=O)O)OCc1ccccc1	-1%	11%	-2%
CCN(Cc1nc2cc(Cl)ccc2c(=O)[nH]1)C(=O)c1cccc(NC(=O)c2cccs2)c1	-1%	?	?
COc1ccc(CCNC(=O)Cn2c(=O)n(-c3ccc(F)cc3)c(=O)c3sccc32)cc1OC	-3%	?	?
O=C(NCc1ccncc1)C(=O)Nc1ccc2c(c1)OCO2	9%	5%	-18%
CN1C(=O)[C@H]2[C@@H](c3ccc(C(F)(F)F)cc3)N[C@]3(CCCN(CC4CCCCC4)C3=O)[C@H]2C1=O	·	10µM*	21µM*
Cc1c(Cl)cccc1NC(=O)NCc1ccccn1	-2%	26%	-4%
O=C(NC1CCCCC1)C(CCc1ccccc1)N1CCc2ccccc2C1 (configuration not stated)	·	21µM*	21µM*
COc1cccc(NC(=O)Cn2c(=O)ccc3cc(S(=O)(=O)N4CCC(C)CC4)ccc32)c1	-3%	16µM*	18µM*
CCCCOc1ccc(NC(=O)[C@@H]2CCCN2C(=O)C2CCN(S(=O)(=O)c3ccc(C)cc3)CC2)cc1	-7%	-11%	14%
COc1ccc(S(=O)(=O)N2CCCCC2)cc1NC(=O)C1CC1	-4%	-2%	0%
COc1ccc(-n2nnnc2C(c2cc3ccccc3o2)N2CCN(C/C=C/c3ccccc3)CC2)cc1 (configuration not stated)	·	15µM*	23µM*
COc1cc(OC)c(NC(=O)N2CCC(CN3CCOCC3)CC2)cc1Cl	-2%	-5%	-1%
COc1cc(N=Nc2ccc(C(=O)N(C)C)cc2)c(C)cc1N	·	?	?
CCN1CCN(C(=O)c2ccc(CS(=O)(=O)Cc3ccccc3C)o2)CC1	-3%	0%	-13%
CCOC(=O)[C@]12CCCC=C1N(CCC1=CCCCC1)C(=O)[C@H](CC(=O)NCCCCc1ccccc1)C2	·	?	?
COC(=O)C1=C(C)NC(=S)NC1c1ccc(-c2ccccc2C(=O)OC)o1 (configuration not stated)	-5%	18µM*	?
CSc1nc2c([nH]c3ccccc32)c(=O)n1-c1ccc(F)cc1	11%	?	?

An excerpt of these results, with two lines to a compound:
Values in the order – KAT2A inh | TDP1 cell noCPT | DT40 TDP1 CPT
Cn1c(=O)cc(SCC(=O)NCC2CCCO2)c2ccccc21 (configuration not stated)
 : -1% | -5% | 3%
CCCC(=O)OCC(=O)Nc1ccc(N=Nc2ccccc2)cc1
 : -12% | ? | -28%

Further entries follow:
SMILES	KAT2A inh	TDP1 cell noCPT	DT40 TDP1 CPT
O=C(N/N=C/c1cc(Br)c(O)c(Br)c1)C1CC1	-7%	-20%	11%
O=C(NC(=S)N1CCCc2ccccc21)c1ccc(Cl)cc1	-5%	?	-18%
CSc1ccc(CN(C)CC(=O)Nc2ccc(C)cc2Br)cc1	-3%	?	?
COc1ccc(CNC(=O)CS(=O)CC(=O)O)cc1OC (configuration not stated)	2%	-13%	-6%
Cc1cccc(-c2noc(CN(C)C(=O)c3ccc4c(c3)OCO4)n2)c1	-8%	-20%	8%
O=C(NCCCc1ccccc1)c1nn(-c2ccccc2)nc1CO	3%	?	?
CCOC(=O)N1CCC(NC(=O)c2ccc3snnc3c2)CC1	-1%	-2%	-20%
O=C(CN1C(=O)C(=O)N(C2CCCC2)C1=O)Nc1ccc(F)cc1F	-12%	-2%	0%
COc1ccc(C(=O)NC2CCC(O)CC2)cc1S(=O)(=O)NCc1ccc(Cl)cc1 (configuration not stated)	-8%	-1%	?
O=[N+]([O-])c1ccccc1S(=O)(=O)Oc1ccccc1/C=N/n1cnnc1	3%	16µM*	?
Cc1oc2ncn(C)c(=O)c2c1C(=O)N(C)c1ccccc1F	2%	12%	-7%
O=C(O)C1CC=CCC1C(=O)N1CCc2ccccc21 (configuration not stated)	-2%	-6%	-14%
Cc1ccc(CN2CCN(Cc3cnc(N(C)C)s3)CC2CCO)o1 (configuration not stated)	-3%	-18%	3%
Cc1cc2[nH]c(=O)c(=O)[nH]c2cc1S(=O)(=O)NCc1ccc(F)cc1	-17%	-13%	-2%
Cc1ccc(NC(=O)c2sc(-n3nc(C)c(Cc4ccc5c(c4)OCO5)c3C)nc2C)cc1Cl	-1%	?	?
Cc1ccc(Cl)c2c1NC(=O)C2(O)CC(=O)c1ccc(F)cc1 (configuration not stated)	6%	0%	4%
Cc1ccc(NC(=O)c2nc(S(=O)(=O)Cc3ccccc3F)ncc2Cl)cc1	·	0.89µM*	1.3µM*

In the list so far, these contain an NH in an aromatic ring.
SMILES	KAT2A inh	TDP1 cell noCPT	DT40 TDP1 CPT
CCOC(=O)c1nc2sc3c(c2c(=O)[nH]1)CCC(C)C3 (configuration not stated)	?	29%	-11%
COc1cc(/C=N/N=C/c2c[nH]c(=O)c(C#N)c2Nc2ccccc2)ccc1O	-3%	1%	-10%
CCCOc1ccc(F)cc1-c1cc(C(=O)NCc2ccccc2OC)[nH]n1	·	?	?
Cc1[nH][nH]c(=O)c1C(c1ccc(-c2ccc(Cl)c(Cl)c2)o1)c1c(C)[nH][nH]c1=O	-17%	2.6µM*	3.3µM*
Cc1nn(-c2ccccc2)nc1C(=O)c1c(C)[nH]n(-c2ccccc2)c1=O	1%	3.7µM*	5.2µM*
O=C(NCCc1ccc(Cl)cc1)C1CCN(S(=O)(=O)c2ccc3[nH]ccc3c2)CC1	-4%	?	?
CCc1ccc(Cn2nnc3c(=O)[nH]c(C4CCCN(C(=O)c5cccc(Cl)c5)C4)nc32)cc1 (configuration not stated)	-9%	?	?
CN(Cc1ccon1)Cc1cn[nH]c1-c1ccc(-c2ccccc2)cc1	15%	?	-15%
CC(=O)c1c(C)[nH]c(C(=O)Nc2ccc(Cl)c(S(=O)(=O)N3CCOCC3)c2)c1C	-10%	?	?
CCN(Cc1nc2cc(Cl)ccc2c(=O)[nH]1)C(=O)c1cccc(NC(=O)c2cccs2)c1	-1%	?	?
CSc1nc2c([nH]c3ccccc32)c(=O)n1-c1ccc(F)cc1	11%	?	?
Cc1cc2[nH]c(=O)c(=O)[nH]c2cc1S(=O)(=O)NCc1ccc(F)cc1	-17%	-13%	-2%

Screens (PubChem BioAssay)
